# Menin MLL FP TR: inhibitors of human menin-MLL interaction, mutant MLL peptide; O00255; Menin + Texas Red MLL mutant peptide, fluorescence polarization; Potency, µM (highest dose often 61.6 µM), without a hit: at the top dose FP activity change, negative = inhibition, hits mostly inhibitors; hit rate 0.23% among 270,000; active = well fitted inhibition curve with a large enough effect in the polarisation, with a control signal flat, not every such curve was filed as active; inconclusive = small, poorly fitted or top-dose-only effect, or effect the other way, or a change in a side signal; inactive = no such curve, though single readings can be large or run the other way; the % refers to the polarisation; also: potency is read from the fitted curve at half-maximal effect; % of control where 0% means no effect; many of its hits are not listed in these tables
# Mito fusion act: inhibitors of mitochondrial division or activators of mitochondrial fusion. S. cerevisiae fusion-defective mutant growth rescue, CellTiterGlo 48 h. hit rate 0.23% among 320,000. Potency, µM (highest dose often 46.1 µM), for the others: at the highest dose growth rescue (activation), actives largely listed as activators;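 also: potency is read from the fitted curve at half-maximal effect; % of control where 0% means no effect; nearly all actives have a fitted effect of over 45% in size; temperature-sensitive fusion mutants such as fzo1-1 at 37 °C on non-fermentable ethanol glycerol medium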
#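 Compounds are tested for their ability to restore growth of mitochondrial fusion-defective yeast strains at non-permissive 37C in YPEG medium over 48 hours. Viability is quantified by luciferase luminescence.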
# TSHR antagonist: antagonists of human thyroid stimulating hormone receptor; TSHR-expressing cells, TSH-stimulated cAMP HTRF, 2 h; active compounds read low; AID 504810; P16473; hit rate 0.2% among 330,000; activity change, negative = inhibition, % at 11.5 µM;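 active = activity change below a set negative limit, meaning inhibition stronger than a set level, cut at about -70% in these data; inconclusive = activity change between two set negative limits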; also: % is scaled to controls: 0 for no effect and ±100 for the full control effect
#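 Competitive HTRF cAMP read-out (cryptate anti-cAMP antibody, cAMP-d2; 30 min, room temperature) in freshly harvested TSHR cells. Compounds added before TSH at EC80 (4nM final), followed by 2 hours' incubation at 37 deg C.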
# TCR act: activates T cell receptor signaling; primary human leukocytes, anti-CD3, IL-2 HTRF, 48 h; Potency, µM (titrated, usually from 9.22 µM), without a hit: at the top dose activation of IL-2 secretion, most hits filed as activators; 330,000 tested, under 10 active; AID 504894; also: % of control where 0% means no effect
#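 HTRF read-out of IL-2 secretion: europium cryptate donor excited at 320nm, d2 acceptor emission at 665nm. Cells were primary human leukocytes incubated 48 hr with compounds and a-CD3 beads, supplying TCR signal only.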
# Integrin act MD: activates integrin-mediated alleviation for muscular dystrophy; alpha7betagal myoblasts, beta-gal FDG fluorescence, 48 h; Potency, µM (top dose mostly 38.3 µM), for inactives: at the top dose activation, hits mostly activators; hit rate 0.064% among 350,000; AID 624291;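 also: potency is read from the fitted curve at half-maximal effect; 100% = response of the positive control SU9516; nearly all actives have a fitted effect of over 60% in size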
#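 Alpha7betagal+/- myoblasts (passage 13) were plated 16-24 hr, then exposed to compounds (1:260 dilution of DMSO stock) for 48 hours at 37C. After MPER lysis, β-galactosidase reporter activity was read as FDG fluorescence (ex 480/em 540) after 30 minutes.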
# CXXC DNA block: blocks binding of human MLL CXXC domain to DNA | AID 2662 | MLL-CXXC / FITC-HOXA9 DNA fluorescence polarization | hit rate 0.037% among 290,000 | Potency, µM (top dose mostly 115 µM), inactives show at the highest dose activity change, negative = inhibition, most hits filed as inhibitors | Q03164; active = well fitted inhibition curve with a large enough effect in the polarisation, with a control signal flat, not every such curve was filed as active; inconclusive = small, poorly fitted or top-dose-only effect, or effect the other way, or a change in a side signal; inactive = no such curve, though single readings can be large or run the other way; the % refers to the polarisation; also: potency is read from the fitted curve at half-maximal effect
#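 Purified MLL-CXXC (added from a 7 uM solution) was preincubated 5 min at ambient with pinned compounds in 50 mM Tris-HCl pH 7.5, 50 mM NaCl, 1 mM DTT, 0.05% BSA. Fluorescein-labeled HOX-A9 DNA (50 nM solution) followed, 30 min, then polarization read.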
# PTAP TSG101 blk: blocks PTAP/TSG101 interaction to inhibit HIV-1 budding; Q99816; Fluorescence polarization, FITC-PTAP peptide / Tsg101 binding; Potency, µM (titrated, usually from 115 µM), without a hit: at the highest dose activity change, negative = inhibition, hits mostly inhibitors; 340,000 tested, under 10 active; AID 493005; active = well fitted inhibition curve with a large enough effect in the main read-out, with a control signal flat, not every such curve was filed as active; inconclusive = small, poorly fitted or top-dose-only effect, or effect the other way, or a change in a side signal; inactive = no such curve, though single readings can be large or run the other way; also: potency is read from the fitted curve at half-maximal effect; % of control where 0% means no effect
# Target sequence (Q99816 whole entry, looked up): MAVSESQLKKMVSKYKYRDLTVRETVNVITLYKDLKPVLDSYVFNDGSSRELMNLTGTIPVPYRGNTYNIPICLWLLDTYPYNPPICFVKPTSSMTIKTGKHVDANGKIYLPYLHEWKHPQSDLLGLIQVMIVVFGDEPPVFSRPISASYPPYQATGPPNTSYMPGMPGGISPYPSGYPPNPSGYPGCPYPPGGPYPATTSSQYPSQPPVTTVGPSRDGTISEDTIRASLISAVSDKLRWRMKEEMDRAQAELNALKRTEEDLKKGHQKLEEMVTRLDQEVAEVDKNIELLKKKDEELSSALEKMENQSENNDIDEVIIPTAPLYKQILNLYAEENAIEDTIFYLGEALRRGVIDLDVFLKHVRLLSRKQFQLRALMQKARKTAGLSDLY
#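 FP read-out: FITC-PTAP peptide, 50 nM final, binding Tsg101 binding domain, 10 uM final; 20 min, r.t.; 10 mM HEPES pH 7.5, 0.15 M NaCl, 0.01% Tween 20, 3 mM EDTA, 0.1 mM TCEP.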
# S-ASM inh: blocks human secretory acid sphingomyelinase; P17405; placental ASM, HMU-PC fluorogenic substrate, 60 min; Potency, µM (top dose mostly 57.5 µM), for inactives: top-dose activity change, negative = inhibition, hits mostly inhibitors; hit rate 0.006% among 340,000; also: potency is read from the fitted curve at half-maximal effect
# Target sequence (P17405 47-631 limits assumed): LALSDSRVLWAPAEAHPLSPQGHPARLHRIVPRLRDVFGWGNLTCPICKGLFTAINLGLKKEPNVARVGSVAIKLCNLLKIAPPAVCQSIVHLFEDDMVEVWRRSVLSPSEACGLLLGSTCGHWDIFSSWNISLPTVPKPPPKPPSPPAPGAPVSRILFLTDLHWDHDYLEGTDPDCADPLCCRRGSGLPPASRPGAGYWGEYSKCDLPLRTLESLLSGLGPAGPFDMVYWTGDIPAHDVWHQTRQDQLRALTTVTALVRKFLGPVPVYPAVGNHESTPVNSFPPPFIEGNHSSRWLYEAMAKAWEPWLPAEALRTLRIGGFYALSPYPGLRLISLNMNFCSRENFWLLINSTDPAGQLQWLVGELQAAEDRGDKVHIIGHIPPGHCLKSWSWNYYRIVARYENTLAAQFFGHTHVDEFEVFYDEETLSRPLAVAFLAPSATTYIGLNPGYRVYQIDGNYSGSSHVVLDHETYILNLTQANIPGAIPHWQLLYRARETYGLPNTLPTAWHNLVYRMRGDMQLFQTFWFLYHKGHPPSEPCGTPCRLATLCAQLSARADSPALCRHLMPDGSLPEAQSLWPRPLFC
#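 Steps: dispense placental human ASM, pin compound, wait 10 min at room temperature, add HMU-PC0 substrate at 9 uM final, incubate 60 min at 37 °C, add stop solution raising pH to 10, read fluorescence.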
# AT treatment: potential ataxia-telangiectasia treatments restoring KAP-1 phosphorylation | hit rate 0.19% among 320,000 | […] A-T fibroblasts, KAP-1 phosphorylation AlphaLISA; neocarzinostatin DNA damage 30 min before lysis | Potency, µM (top dose mostly 57.5 µM), for inactives: at the highest dose activation, actives largely listed as activators; also: potency is read from the fitted curve at half-maximal effect; % of control where 0% means no effect; nearly all actives have a fitted effect of over 45% in size
#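 ATM-like activity read as KAP-1 phosphorylation via AlphaLISA donor/acceptor antibody pairs after lysis and 6 hr at 25C. Cells were ATM-null patient fibroblasts ([…], hTERT), dosed 60 min, then exposed to the DSB inducer NCS for 30 min.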
# MBNL1-CUG inh: inhibitors of human MBNL1 binding to CUG repeat RNA; Q9NR56; hit rate 0.036% among 280,000; Potency, µM (highest dose often 57.5 µM), for inactives: at the top dose activity change, negative = inhibition, actives largely listed as inhibitors; TR-FRET MBNL1-His/biotin-(CUG)12 binding, 665/545 ratio; active = well fitted inhibition curve with a large enough effect in the signal ratio, with a control signal flat, not every such curve was filed as active; inconclusive = small, poorly fitted or top-dose-only effect, or effect the other way, or a change in a side signal; inactive = no such curve, though single readings can be large or run the other way; the % refers to the signal ratio; also: potency is read from the fitted curve at half-maximal effect; % is scaled to controls: 0 for no effect and ±100 for the full control effect
#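 TR-FRET between His-tagged MBNL1 and biotin-(CUG)12 RNA, detected with Tb anti-His antibody (0.055 ng/ul) and streptavidin-XL665 (5 nM), 60 min at room temperature. Compounds titrated 92 nM to 58 uM; 665/545 nm ratio normalized to buffer and complex controls.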
# * hit, by the source's call; u = inconclusive; x = not tested or not shown; [ ] = dose if it differs, or a comment. Unless noted, calls follow the shape of the dose curve; as a rule, active = well fitted curve in the direction sought with a large enough effect; inconclusive = small, poorly fitted or top-dose-only effect, or another doubt; inactive = no such curve, though single readings can be large; an effect the other way counts as inactive or inconclusive. Not all compounds are listed (hit frequency here may not be typical).
SMILES,Menin MLL FP TR,Mito fusion act,TSHR antagonist,TCR act,Integrin act MD,CXXC DNA block,PTAP TSG101 blk,S-ASM inh,AT treatment,MBNL1-CUG inh
OC(COc1c(Cl)cc(Cl)cc1Cl)CN1CCCCC1 (stereo not drawn),4.4%,-1.9%,-10.1,0.2%,-31.7%,-6.3%,-1.2%,-2.0%,-10.2%,-3.2%
CCS(=O)(=O)c1ncc(Cl)c(C(=O)Nc2ccc(S(=O)(=O)N3CCC(C)CC3)cc2)n1,52.3%[activator],-32.2%,-78.0*,-2.5%,0.0%,49.7%[activator],1.6%,2.4%,-1.8%,87.6%[activator]
COc1cc(CN2CCC(Cc3ccccc3)CC2)c([N+](=O)[O-])cc1OC,-14.9%,-5.0%,8.0,-3.7%,-32.5%,0.3%,-3.6%,-2.0%,6.2%,u
COCCCNC(=O)c1c[nH]c2ccc(S(=O)(=O)N3CCC4(CC3)OCCO4)cc2c1=O,-14.6%,4.9%,18.1,-4.9%,-16.5%,-8.0%,-1.5%,3.0%,-2.1%,-30.3%
CC(=O)c1c(N2CCN(c3ccccn3)CC2)nc(=S)n(-c2ccccc2)c1C,-29.6%,1.4%,14.3,6.2%,0.0%,-9.2%,-1.3%,-0.4%,-6.7%,14.9%
O=C(Nc1ccccc1C(=O)N1CCOCC1)c1ccco1,3.6%,-2.1%,-4.5,3.0%,15.9%,2.3%,-6.9%,0.0%,-7.6%,7.7%
Cc1ccccc1NC(=O)c1ccc(C)c(S(=O)(=O)Nc2ccccn2)c1,-5.0%,-3.0%,-14.3,1.6%,19.0%,-1.4%,-14.0%,-1.3%,6.4%,-5.5%
COC(=O)C(C(=O)Nc1ncccn1)C1CCCCCC1 (stereo not drawn),-3.4%,-7.5%,10.9,4.7%,-3.2%,0.1%,-0.6%,1.6%,2.3%,-2.9%
COCCn1c(SCC(=O)c2ccccc2)nc2c(c1=O)SC(C)C2 (stereo not drawn),-10.7%,2.4%,-12.2,-44.4%,-5.3%,-13.7%,-3.7%,-6.1%,6.0%,7.5%
CCOc1cc2[nH]c(=S)n(C(C)C)c(=O)c2cc1OCC,14.3%,-3.1%,1.9,2.7%,-10.3%,-3.5%,-1.9%,-0.6%,x,14.6%
CCC(C)N1CCNCC1 (stereo not drawn),4.3%,0.9%,0.9,x,4.6%,12.7%,-1.3%,-2.6%,4.6%,-5.0%
COc1ccc(Oc2c(C(F)(F)F)oc3cc(OCC(=O)O)ccc3c2=O)cc1,21.0%,7.7%,5.2,1.5%,30.1%,10.5%,0.6%,18.0%,-11.4%,0.1%
COc1ccc(OC)c(S(=O)(=O)N2CCC(C(=O)N3CCCC3)CC2)c1,0.6%,-6.5%,-2.8,2.8%,-12.1%,4.7%,-7.2%,-4.2%,2.3%,7.9%
CCOC(=O)C1=C(C)NC(C)=C(C(=O)OCC)C1C(=O)OCC(=O)NC1CCCCC1,x,x,-11.5,-0.4%,34.5%,x,-2.3%,146.2%[activator],10.2%,x
COCCOC(=O)C1=C(C)N=c2s/c(=C\c3cccs3)c(=O)n2C1c1cccs1 (stereo not drawn),19.1%,3.3%,-12.5,0.6%,-9.9%,-9.6%,-4.8%,-18.3%,-10.7%,4.6%
O=C(Nc1ccc(Nc2ccncc2)cc1)c1ccc(Nc2ccnc3ccc([N+](=O)[O-])cc23)cc1,x,1.9%,-6.8,-0.3%,6.4%,u,0.5%,-0.6%,-14.1%,-8.3%
O=S(=O)(c1cccs1)N1CN(Cc2ccc(F)cc2)c2nc3ccccc3nc21,-29.4%,3.6%,-4.8,-3.5%,0.5%,-5.0%,-3.2%,-3.3%,-0.6%,12.0%
NC(=O)NNc1cccc(Cl)n1,11.3%,1.3%,2.3,-23.9%,-7.6%,7.3%,-2.4%,0.3%,8.0%,-6.2%
COc1cc(NS(=O)(=O)c2ccc(N/C=C(\C#N)c3nc4ccccc4o3)cc2)nc(OC)n1,u,4.0%,-9.2,3.9%,-2.6%,-2.6%,-3.2%,-1.0%,0.6%,3.4%
O=C1[C@H]2[C@@H](C(=O)N1c1cc(Cl)cc(Cl)c1)[C@]1(C(=O)Nc3ccccc31)N1CCC[C@@H]21,7.6%,-1.8%,-7.3,3.6%,10.2%,2.2%,-8.2%,-7.2%,-3.7%,7.4%
CCCNC(=O)c1cc(OC)c(OC)cc1[N+](=O)[O-],9.1%,-0.9%,18.2,-2.3%,11.8%,-1.6%,0.3%,1.6%,3.0%,u
Cc1cc(NC(=O)CCCC(=O)O)nc(C)n1,1.3%,-2.8%,-3.8,2.7%,0.0%,11.3%,-1.2%,4.6%,-1.1%,9.3%
CC1CCCC(C)N1NC(=O)Cc1ccccc1 (stereo not drawn),-0.1%,5.2%,-3.5,-7.0%,13.9%,-3.0%,-1.3%,7.4%,-0.8%,-4.7%
CCOc1ccccc1NC(=O)c1ccc2c(=O)n3c(nc2c1)CCCCC3,-9.4%,u,-3.7,4.1%,11.6%,12.6%,-3.2%,-2.1%,3.8%,5.1%
CC(=O)N1CCN(c2nc3ccc([N+](=O)[O-])cc3s2)CC1,0.7%,-3.4%,15.9,-4.8%,10.4%,1.5%,-2.7%,-8.0%,2.9%,u
Cc1ccc(N(CC(=O)NC(C)(C)C)C(=O)CCC(=O)Nc2nccs2)c(C)c1,-11.3%,-0.7%,-4.1,-0.9%,-8.1%,-0.4%,-5.4%,2.1%,5.3%,-2.3%
COc1ccc(NC(=O)CCSCCc2ccccn2)cc1OC,-21.1%,2.5%,3.6,1.1%,13.5%,-9.2%,-5.9%,1.5%,6.9%,-6.9%
Cn1c(=O)cc(N2CCN(C(=O)c3ccco3)CC2)[nH]c1=O,-6.4%,8.0%,17.3,10.0%,16.9%,-3.9%,-0.5%,0.1%,-0.5%,-16.9%
CCOC(=O)c1c(NCc2ccc3c(c2)OCO3)c2ccccc2[nH]c1=O,-12.3%,-3.8%,-1.4,-2.4%,-38.1%,11.6%,-5.2%,0.5%,14.8%,-4.1%
CC(=O)Nc1ccc2nc(CN3CCC(CO)(CCc4ccccc4)CC3)ccc2c1,x,-4.0%,13.5,11.7%,-13.0%,0.8%,-1.0%,8.6%,u,-12.9%
O=c1c2ccccc2[nH]c(=S)n1CCN1CCC(=C(c2ccc(F)cc2)c2ccc(F)cc2)CC1,9.4%,1.0%,-9.5,x,x,4.9%,x,x,-2.4%,2.0%
CCCN1C(=O)C(=O)N(CC(=O)c2cc(C)n(C3CC3)c2C)C1=O,x,3.6%,9.0,-5.5%,13.7%,x,-3.7%,0.4%,3.3%,x
O=C(N/N=C/c1ccco1)c1cccc(NC(=O)c2ccccc2Cl)c1,15.9%,-1.8%,3.0,8.7%,7.0%,-0.8%,-3.8%,-1.9%,0.5%,u
COc1ccccc1C1CC(c2ccc(C)cc2)Nc2ncnn21 (stereo not drawn),-0.2%,2.3%,-3.1,0.9%,0.9%,-4.1%,-3.1%,0.6%,10.5%,4.1%
O=C(NCc1ccco1)Nc1ccc2snnc2c1,-0.6%[11.7 µM],-1.5%,9.5,-1.7%,1.9%,4.0%,-1.1%,-1.2%,-0.2%,u
CCn1cc(CN2CCN(Cc3ccc(OC)c(C)c3C)C(CCO)C2)c(C)n1 (stereo not drawn),-4.7%,-9.1%,-1.3,-3.2%,4.4%,-6.3%,-1.6%,1.0%,2.9%[11.5 µM],-6.9%
COc1cccc(NC(=S)N(CCN(C)C)C(C)c2ccco2)c1 (stereo not drawn),8.5%,-7.3%,11.0,2.1%,-3.2%,2.2%,-2.1%,3.2%,-1.6%,x
COc1ccc(S(=O)(=O)N2CCOCC2)cc1NC(=O)c1cc(=O)[nH]c2ccccc12,x,-3.6%,14.4,x,3.6%,x,1.8%,7.0%,-1.3%,x
COc1ccc(-c2cc(=O)oc3cc(OCC(=O)c4cccc([N+](=O)[O-])c4)ccc23)cc1,14.4%,-1.7%,0.4,-0.8%[46.1 µM],x,10.1%,x,x,2.8%,5.2%
Cc1ccccc1NC(=O)C1CCN(c2cc(-c3ccccc3)nc3ncnn23)CC1,0.7%,0.4%,-13.8,-6.9%[46.1 µM],-57.9%[inhibitor],2.1%,-1.9%,-1.7%,-0.7%,122.3%[activator]
COc1ccc(NC(=O)CCN2C(=O)c3cccc([N+](=O)[O-])c3C2=O)cc1,-8.0%,-0.3%,18.1,-3.1%,-13.8%,-2.5%,-7.1%,3.9%,-12.0%,u
